Bioassay records as filed in PubChem.
PolyA inh – inhibitors of polyadenylation in S. cerevisiae; 300,000 tested, 0.02% active; S. cerevisiae SKY197-pL101 polyadenylation reporter, beta-gal luminescence; efflux-impaired pdr1/pdr3 knockout yeast; score 100 = 6 SD above DMSO; calls only at 12 µM; AID 1875;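 active = lowest replicate activity score at least 50, where 100 means six control SD above control mean; inconclusive = lowest score under 50 but half or more replicates reach 50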;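 also: yeast exposed to compound for 9 h at 30 °C; higher score means more reporter readthrough which indicates perturbed polyadenylation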
GSK3A inh – blocks human GSK-3 alpha kinase; P49840; ADP-Glo luminescence, 60 min; inhibition, % at 10 µM; 320,000 tested, 0.1% active; AID 2650;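 in the data active = inhibition above about 50%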;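 also: GST-tagged GSK-3 alpha with peptide substrate and 25 µM ATP; 0% = DMSO neutral wells and 100% = GW8510 positive control wells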
GSK3B inh – inhibitors of human GSK3beta kinase; P49841; GST-GSK3beta kinase, ADP-Glo luminescence, 60 min; stronger effect = lower value; activity score (negative = inhibition), % at 10 µM; 300,000 tested, 0.038% active; AID 2097;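 active = more than half of replicate wells score below -50%, meaning over 50% inhibition versus plate controls; inconclusive = some replicates but at most half score below -50%; inactive = no replicate scores below -50%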;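 also: 0% = median DMSO wells and -100% = median GW8510 positive control wells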
Target sequence (P49841 whole entry, looked up): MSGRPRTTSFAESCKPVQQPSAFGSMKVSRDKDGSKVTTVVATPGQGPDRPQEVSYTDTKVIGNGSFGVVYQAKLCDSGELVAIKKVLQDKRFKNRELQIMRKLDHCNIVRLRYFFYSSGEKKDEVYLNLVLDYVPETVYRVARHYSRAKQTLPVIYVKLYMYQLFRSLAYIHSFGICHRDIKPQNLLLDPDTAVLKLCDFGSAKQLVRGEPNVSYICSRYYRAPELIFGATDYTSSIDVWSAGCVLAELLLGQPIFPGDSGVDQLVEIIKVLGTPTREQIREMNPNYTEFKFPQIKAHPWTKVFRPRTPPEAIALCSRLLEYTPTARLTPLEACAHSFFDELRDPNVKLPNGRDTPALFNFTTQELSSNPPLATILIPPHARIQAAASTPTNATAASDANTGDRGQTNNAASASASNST
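Assay system: GST-fused GSK3beta enzyme, cell-free / Medium: Tris pH 7.5 buffer with MgCl2, DTT, BSA, heparin / Also added: peptide substrate plus 25 µM ATP (final) / Compound: 10 µM single point / Timing: kinase reaction with compound 60 min at room temperature / Detection: ADP-Glo luminescence / Benchmarks: DMSO neutral wells and GW8510 at 20 µM as positive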
hERG protect – compounds protecting human hERG from proarrhythmic drug block | activation (rescue from dofetilide block), less the hit threshold, % at 10 µM | 310,000 tested, 0.51% active | AID 1511 | CHO-hERG, FluxOR thallium flux, dofetilide IC70 present | Q12809;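 active = activation above the mean of controls blocked by dofetilide plus 5 SD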;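 also: thallium influx through hERG after potassium depolarization seen as dye fluorescence rise; in these data hits start at about 4.7%; inactives centre near -7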
KCNK9 block – inhibitors of human KCNK9 two-pore domain potassium channel; Q9NPC2; HEK293 KCNK9, FluxOR thallium flux fluorescence; stronger effect = lower value; B-score at 10 µM; 310,000 tested, 1.2% active; AID 488922;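 active = ratio B-score over 3 SD below the library mean, with starting fluorescence within 5 SD of its mean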;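 also: negative B-score means less thallium flux so channel inhibition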
HDAC3 inh – inhibitors of human histone deacetylase 3; recombinant HDAC3, fluorogenic peptide/trypsin coupled, fluorescence; inhibition, % at 8.3 µM; 320,000 tested, 0.15% active; AID 2718; in the data active = inhibition above about 26%, passing the limit was not always enough; inconclusive = no clear call, values can overlap the other calls
Target sequence (O15379 whole entry, looked up): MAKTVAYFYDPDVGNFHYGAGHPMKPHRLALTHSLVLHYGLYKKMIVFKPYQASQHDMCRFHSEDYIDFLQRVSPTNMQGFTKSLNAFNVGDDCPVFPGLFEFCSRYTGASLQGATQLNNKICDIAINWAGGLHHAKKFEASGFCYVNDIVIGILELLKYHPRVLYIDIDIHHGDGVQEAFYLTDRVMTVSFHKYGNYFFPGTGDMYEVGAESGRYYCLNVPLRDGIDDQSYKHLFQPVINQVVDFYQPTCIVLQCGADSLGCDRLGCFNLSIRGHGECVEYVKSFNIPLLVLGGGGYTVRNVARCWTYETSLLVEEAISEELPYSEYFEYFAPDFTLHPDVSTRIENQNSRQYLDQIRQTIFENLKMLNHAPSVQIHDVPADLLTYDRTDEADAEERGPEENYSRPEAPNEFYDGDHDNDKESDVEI
KCNK3 inh – human KCNK3 channel inhibition, primary screen; CHO-KCNK3 thallium flux, FluxOR fluorescence; stronger effect = lower value; O14649; 340,000 tested, 0.84% active; AID 602410; B-score at 10 µM;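 active = B-score under library mean minus 4 SD, starting fluorescence ratio at most library mean plus 5 SD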;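 also: more negative B-score means stronger inhibition of thallium flux through KCNK3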
RGS4 act – potentiators or activators of RGS4. AID 463111. B-score at 10 µM. HEK293 M3R/inducible RGS4, carbachol calcium flux Fluo4; stronger effect = lower value. 310,000 tested, 0.92% active;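 active = B-score of the integrated calcium signal more than 4 SD below the library mean, with starting fluorescence not abnormally high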;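 also: negative B-score means reduced calcium response which marks RGS4 activation or potentiation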
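System: HEK293 FlpIn-TREx cells, stable M3R, doxycycline-inducible RGS4. Timing: overnight RGS4 induction, 30 min dye load 37 °C, 20 min compound RT. Also added: carbachol, ECmax concentration. Measured by: Fluo4 fluorescence kinetic imaging of calcium. Evaluation: integrated calcium ratio converted to B score.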
KCNQ1 act – potentiators or activators of human KCNQ1 potassium channel. CHO-K1 KCNQ1, thallium flux FluxOR fluorescence; stronger effect = higher value. B-score at 10 µM. 310,000 tested, 0.35% active;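 active = fluorescence ratio B-score, a plate-corrected score, at least three library SD, with initial intensity B-score within 5 SD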
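Schedule – 37 °C overnight plating, 90-min dark dye load, 20-min compound pretreatment · System – stable KCNQ1 CHO-K1 line · Probe or stimulus – thallium- and potassium-containing depolarizing buffer · Measured by – kinetic FluxOR fluorescence, 10 s baseline plus 110 s post-stimulus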
Dyrk1A ADPGlo – Dyrk1A (rat) kinase inhibition. Q63470. inhibition, % at 12.5 µM. ADP-Glo luminescence, NFATc1 peptide. 310,000 tested, 0.43% active; in the data active = inhibition above about 50%;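 also: plate controls were vehicle with enzyme for no effect and no enzyme for full effect; many of its hits are not listed in these tables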
KCNQ1 block – blocks the human KCNQ1 potassium channel; CHO-K1 KCNQ1, FluxOR thallium flux fluorescence; stronger effect = higher value; B-score at 10 µM; 310,000 tested, 1.3% active; AID 2642;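 active = compounds whose thallium flux B-score, printed positive for inhibition, exceeds three library SD while starting fluorescence stays within three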;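 also: channel opened by potassium depolarization with thallium stimulus after 20 min compound exposure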
* hit, by the source's call.

The first 2 records, to show the layout:
How did COc1ccc2[nH]c(C(=O)N3CCN(C)CC3)c(C)c2c1 do in these assays?
PolyA inh: inactive; GSK3A inh: 0; GSK3B inh: 5; hERG protect: 1; KCNK9 block: inactive; HDAC3 inh: 2; KCNK3 inh: inactive; RGS4 act: inactive; KCNQ1 act: inactive; Dyrk1A ADPGlo: 1; KCNQ1 block: inactive

How did c1c2c(cc3sc(N4CCCCC4)nc13)OCO2 do in these assays?
PolyA inh: inactive; GSK3A inh: 0; GSK3B inh: -2; hERG protect: -5; KCNK9 block: inactive; HDAC3 inh: 1; KCNK3 inh: inactive; RGS4 act: inactive; KCNQ1 act: inactive; Dyrk1A ADPGlo: 7; KCNQ1 block: inactive

The whole of this part (from the top)
How did COc1ccc2[nH]c(C(=O)N3CCN(C)CC3)c(C)c2c1 do in these assays?
PolyA inh: inactive; GSK3A inh: 0; GSK3B inh: 5; hERG protect: 1; KCNK9 block: inactive; HDAC3 inh: 2; KCNK3 inh: inactive; RGS4 act: inactive; KCNQ1 act: inactive; Dyrk1A ADPGlo: 1; KCNQ1 block: inactive

How did c1c2c(cc3sc(N4CCCCC4)nc13)OCO2 do in these assays?
PolyA inh: inactive; GSK3A inh: 0; GSK3B inh: -2; hERG protect: -5; KCNK9 block: inactive; HDAC3 inh: 1; KCNK3 inh: inactive; RGS4 act: inactive; KCNQ1 act: inactive; Dyrk1A ADPGlo: 7; KCNQ1 block: inactive

Results for COc1ccccc1NC(=O)COc1ccc(C(=O)OCC(=O)N2CCCC2=O)cc1OC ?
PolyA inh: inactive; GSK3A inh: -25; GSK3B inh: 2; hERG protect: -8; KCNK9 block: inactive; HDAC3 inh: -4; KCNK3 inh: inactive; RGS4 act: inactive; KCNQ1 act: inactive; Dyrk1A ADPGlo: -1; KCNQ1 block: inactive

How did O=C(COc1ccc(Cl)cc1)Nc1cc(S(=O)(=O)N2CCCCC2)ccc1N1CCCCC1 do in these assays?
PolyA inh: inactive; GSK3B inh: -8; hERG protect: -6; KCNK9 block: inactive; KCNK3 inh: inactive; RGS4 act: inactive; KCNQ1 act: inactive; Dyrk1A ADPGlo: 10; KCNQ1 block: inactive

What do the screens show for `CC(=O)Oc1cc2c3c(c1)/C(=C1/SC(=S)NC1=O)C(=O)N3C(C)(C)C=C2C`?
PolyA inh: inactive; GSK3A inh: 1; GSK3B inh: -1; hERG protect: -8; KCNK9 block: inactive; HDAC3 inh: 12; KCNK3 inh: inactive; RGS4 act: inactive; KCNQ1 act: inactive; Dyrk1A ADPGlo: -4; KCNQ1 block: inactive

Results for Cc1oc(-c2ccc(Cl)cc2)nc1CSCC(=O)NC1CCN(Cc2ccccc2)CC1 ?
PolyA inh: inactive; GSK3A inh: -1; GSK3B inh: -2; hERG protect: -14; KCNK9 block: inactive; HDAC3 inh: -2; KCNK3 inh: inactive; RGS4 act: inactive; KCNQ1 act: inactive; Dyrk1A ADPGlo: -2; KCNQ1 block: inactive

Results for COc1ccc(CN(C)C(=O)CCCNC(=O)c2ccc(Cl)cc2)cc1 ?
PolyA inh: inactive; GSK3A inh: -3; hERG protect: -11; KCNK9 block: inactive; HDAC3 inh: 2; KCNK3 inh: inactive; RGS4 act: inactive; KCNQ1 act: inactive; Dyrk1A ADPGlo: 1; KCNQ1 block: inactive

How did O=C(CN(Cc1ccc(F)cc1)C(=O)c1csnn1)NCc1ccc2c(c1)OCO2 do in these assays?
PolyA inh: inactive; GSK3A inh: 3; GSK3B inh: 2; hERG protect: -7; KCNK9 block: inactive; HDAC3 inh: 0; KCNK3 inh: inactive; RGS4 act: inactive; KCNQ1 act: inactive; Dyrk1A ADPGlo: 5; KCNQ1 block: inactive

What do the screens show for `Cn1c(=O)c2c(nc3n2CCCN3CCc2ccccc2)n(C)c1=O`?
PolyA inh: inactive; GSK3A inh: 7; GSK3B inh: -1; hERG protect: -10; KCNK9 block: inactive; HDAC3 inh: -1; KCNK3 inh: inactive; RGS4 act: inactive; KCNQ1 act: inactive; KCNQ1 block: inactive

How did O=C(NCC(c1ccc(F)cc1)N1CCOCC1)c1ccccc1F (configuration not stated) do in these assays?
PolyA inh: inactive; GSK3A inh: 1; GSK3B inh: 3; hERG protect: -9; KCNK9 block: inactive; HDAC3 inh: 4; KCNK3 inh: inactive; RGS4 act: inactive; KCNQ1 act: inactive; Dyrk1A ADPGlo: 4; KCNQ1 block: inactive

How did CC(C(=O)NCC1CCCO1)N(C(=O)c1snc(C(N)=O)c1N)c1cccc(F)c1 (configuration not stated) do in these assays?
PolyA inh: inactive; GSK3A inh: 0; GSK3B inh: 6; hERG protect: -15; KCNK9 block: inactive; HDAC3 inh: inconclusive; KCNK3 inh: inactive; RGS4 act: inactive; KCNQ1 act: inactive; Dyrk1A ADPGlo: 2; KCNQ1 block: inactive

How did Cc1ccc(S(=O)(=O)Nc2cccnc2)c(C)c1C do in these assays?
PolyA inh: inactive; GSK3A inh: -1; GSK3B inh: 1; hERG protect: -4; KCNK9 block: inactive; HDAC3 inh: 3; KCNK3 inh: inactive; RGS4 act: inactive; KCNQ1 act: inactive; Dyrk1A ADPGlo: 6; KCNQ1 block: inactive

What do the screens show for `CCCCNc1ccc(C(CC(N)=O)NC(=O)Cc2cccc3ccccc23)cc1[N+](=O)[O-]` (configuration not stated)?
PolyA inh: inactive; GSK3A inh: 1; GSK3B inh: 1; hERG protect: -1; KCNK9 block: inactive; HDAC3 inh: 3; KCNK3 inh: inactive; RGS4 act: inactive; KCNQ1 act: inactive; Dyrk1A ADPGlo: 2; KCNQ1 block: inactive

What do the screens show for `CCOc1ccc(NS(=O)(=O)c2ccc(C)c(C(=O)NCCCn3ccnc3)c2)cc1`?
PolyA inh: inactive; GSK3A inh: -1; GSK3B inh: 1; hERG protect: -2; KCNK9 block: inactive; HDAC3 inh: 2; KCNK3 inh: inactive; RGS4 act: inactive; KCNQ1 act: inactive; Dyrk1A ADPGlo: -1; KCNQ1 block: inactive

What do the screens show for `CCn1nc(C)c(CN2CCc3c([nH]c4ccccc34)C2c2ccc(F)c(OC)c2)c1C` (configuration not stated)?
PolyA inh: inactive; GSK3A inh: -2; GSK3B inh: 3; hERG protect: -15; KCNK9 block: inactive; HDAC3 inh: -4; KCNK3 inh: inactive; RGS4 act: inactive; KCNQ1 act: inactive; Dyrk1A ADPGlo: 9; KCNQ1 block: inactive

What do the screens show for `CCc1ccc(C(=O)/C=C/NCc2ccc(F)cc2)cc1`?
PolyA inh: inactive; GSK3A inh: 4; GSK3B inh: 2; hERG protect: -6; KCNK9 block: inactive; HDAC3 inh: 6; KCNK3 inh: inactive; RGS4 act: inactive; KCNQ1 act: inactive; Dyrk1A ADPGlo: -3; KCNQ1 block: inactive

Results for c1ccc2[nH]c(SCC3CCCCO3)nc2c1 (configuration not stated) ?
PolyA inh: inactive; GSK3A inh: -5; GSK3B inh: -1; hERG protect: -8; KCNK9 block: inactive; HDAC3 inh: 0; KCNK3 inh: inactive; RGS4 act: inactive; KCNQ1 act: inactive; KCNQ1 block: inactive

What do the screens show for `COc1ccc(/C=N/n2cc(-c3ccccc3)nc2N)cc1`?
PolyA inh: inactive; GSK3A inh: 10; GSK3B inh: 3; hERG protect: -10; KCNK9 block: inactive; HDAC3 inh: -9; KCNK3 inh: inactive; RGS4 act: inactive; KCNQ1 act: inactive; Dyrk1A ADPGlo: 4; KCNQ1 block: inactive

Results for Cc1cc2sc(C(=O)O)c(C)c2s1 ?
PolyA inh: inactive; GSK3A inh: -10; GSK3B inh: 6; hERG protect: -1; KCNK9 block: inactive; HDAC3 inh: 3; KCNK3 inh: inactive; RGS4 act: inactive; KCNQ1 act: inactive; Dyrk1A ADPGlo: 0; KCNQ1 block: inactive

What do the screens show for `CC1Cc2nc(SCC(=O)NCc3ccco3)n(-c3ccccc3)c(=O)c2S1` (configuration not stated)?
PolyA inh: inactive; GSK3A inh: 0; GSK3B inh: -5; hERG protect: -14; KCNK9 block: inactive; HDAC3 inh: inconclusive; KCNK3 inh: inactive; RGS4 act: inactive; KCNQ1 act: inactive; Dyrk1A ADPGlo: -6; KCNQ1 block: inactive

Results for Cc1nc2ccccc2cc1C(=O)NCc1ccccc1 ?
PolyA inh: inactive; GSK3A inh: -3; GSK3B inh: 1; hERG protect: -5; KCNK9 block: inactive; HDAC3 inh: 2; KCNK3 inh: inactive; RGS4 act: inactive; KCNQ1 act: inactive; Dyrk1A ADPGlo: -10; KCNQ1 block: inactive

How did CC(NC(=O)N(Cc1ccccc1)Cc1ccc2c(c1)OCO2)(C(F)(F)F)C(F)(F)F do in these assays?
PolyA inh: inactive; GSK3A inh: -2; GSK3B inh: 4; hERG protect: -13; KCNK9 block: inactive; HDAC3 inh: 9; KCNK3 inh: inactive; RGS4 act: inactive; KCNQ1 act: inactive; Dyrk1A ADPGlo: 2; KCNQ1 block: inactive

How did C/C(=N\NC(=O)c1nnn(-c2nonc2N)c1CSc1ccccc1)c1ccc2c(c1)OCO2 do in these assays?
PolyA inh: inactive; GSK3A inh: 0; GSK3B inh: 4; hERG protect: -4; KCNK9 block: inactive; HDAC3 inh: -7; KCNK3 inh: inactive; RGS4 act: inactive; KCNQ1 act: inactive; Dyrk1A ADPGlo: 0; KCNQ1 block: inactive

How did C(#CCN1CCOCC1)COC(c1ccccc1)c1ccccc1 do in these assays?
PolyA inh: inactive; GSK3A inh: 22; GSK3B inh: 3; hERG protect: -5; KCNK9 block: inactive; HDAC3 inh: -1; KCNK3 inh: inactive; RGS4 act: inactive; KCNQ1 act: inactive; Dyrk1A ADPGlo: 5; KCNQ1 block: inactive

How did COc1cc(OC)cc(C(=O)N[C@H](C(=O)NCCc2ccc(S(N)(=O)=O)cc2)C(C)C)c1 do in these assays?
PolyA inh: inactive; GSK3A inh: 0; GSK3B inh: 3; hERG protect: -7; KCNK9 block: inactive; HDAC3 inh: -3; KCNK3 inh: inactive; RGS4 act: inactive; KCNQ1 act: inactive; Dyrk1A ADPGlo: -7; KCNQ1 block: inactive

Results for CC(C)(C)c1ccc(C(=O)Nc2ccc(S(N)(=O)=O)cc2)cc1 ?
PolyA inh: inactive; GSK3A inh: -1; GSK3B inh: -10; hERG protect: -8; KCNK9 block: inactive; KCNK3 inh: inactive; RGS4 act: inactive; KCNQ1 act: inactive; Dyrk1A ADPGlo: -1; KCNQ1 block: inactive

Only part of the results is shown, so the mix of outcomes need not match the whole.
